Screening data deposited in PubChem BioAssay by Sanford-Burnham Center for Chemical Genomics.
hIAP act – human IAP activation | P09923 | purified human IAP, CDP-Star luminescence, 30 min; stronger effect = higher value; 1 = vehicle-only enzyme, 0 = enzyme-free background | activation factor at 10 µM | actives 0.16% (n = 330,000);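 active = activation factor of the enzyme at least 2-fold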; note: the source names both 10 and 20 µM as test concentration; values of inactives mirror those of a sister screen read the other way
Target sequence (P09923 whole entry, looked up): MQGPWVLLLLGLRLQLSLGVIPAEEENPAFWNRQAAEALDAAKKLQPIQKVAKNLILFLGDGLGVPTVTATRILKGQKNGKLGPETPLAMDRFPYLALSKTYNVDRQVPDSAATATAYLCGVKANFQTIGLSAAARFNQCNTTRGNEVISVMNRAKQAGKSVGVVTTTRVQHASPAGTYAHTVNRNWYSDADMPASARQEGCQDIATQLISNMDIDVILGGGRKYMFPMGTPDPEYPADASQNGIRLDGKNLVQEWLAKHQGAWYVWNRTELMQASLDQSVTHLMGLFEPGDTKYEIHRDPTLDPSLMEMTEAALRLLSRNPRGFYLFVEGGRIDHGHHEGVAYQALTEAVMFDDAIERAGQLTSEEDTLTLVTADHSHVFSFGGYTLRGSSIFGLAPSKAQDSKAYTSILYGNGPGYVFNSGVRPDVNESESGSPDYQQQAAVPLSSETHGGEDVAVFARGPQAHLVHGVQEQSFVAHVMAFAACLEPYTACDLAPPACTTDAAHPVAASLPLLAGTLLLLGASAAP
mIAP block – blocks mouse intestinal alkaline phosphatase | purified mouse IAP, CDP-Star luminescence, 30 min | inhibition, % at 10 µM | actives 0.2% (n = 330,000) | AID 2806;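 active = inhibition of at least 40% at 10 µM in the primary screen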;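 note: plate controls were DMSO with enzyme for no effect and no enzyme wells for full effect; values of inactives mirror those of a sister screen read the other way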
GRIN3A LBD mod – modulators (binders) of human NR3A ligand-binding domain; NR3A LBD differential scanning fluorimetry, Tm shift; 0% = protein alone, 100% = glycine-bound protein; Tm shift relative to glycine control, % at 25 µM; actives 2.5% (n = 340,000);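 active = melting temperature shift of at least 10% of the positive control shift, at one fixed dose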
mIAP act – increases mouse intestinal alkaline phosphatase activity | activation factor at 10 µM | muIAP, CDP-Star luminescence, 30 min; stronger effect = higher value; 1 = vehicle-only enzyme signal, 0 = enzyme-free wells | actives 0.24% (n = 330,000);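 active = activation factor of at least 2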; note: the source names both 10 and 20 µM as test concentration; values of inactives mirror those of a sister screen read the other way
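also added = chemiluminescent substrate CDP-Star | test system = mouse IAP enzyme | signal = chemiluminescence readout | compound = DMSO-dissolved test compounds | incubation = 30 min at room temperature | benchmarks = DMSO wells, no-enzyme wells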
APOBEC3A inh – human APOBEC3A DNA deaminase inhibition; P31941; recombinant A3A, FAM/TAMRA ssDNA deamination fluorescence; actives 0.41% (n = 330,000); inhibition, % at 20 µM; AID 493011;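 active = at least 40% inhibition at 20 µM here, with at most 30% in a related deaminase screen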;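 note: plate controls were A3A with DMSO for no effect and wells lacking A3A enzyme for full effect; some results filed as inactive read as strong as hits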
Target sequence (P31941 whole entry, looked up): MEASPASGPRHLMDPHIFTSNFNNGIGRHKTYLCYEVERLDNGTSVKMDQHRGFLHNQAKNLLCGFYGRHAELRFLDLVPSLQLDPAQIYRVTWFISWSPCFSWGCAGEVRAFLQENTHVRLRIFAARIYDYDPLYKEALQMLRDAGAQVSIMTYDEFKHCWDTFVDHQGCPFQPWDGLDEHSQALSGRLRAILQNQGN
MIN6 prolif – induces beta-cell replication in MIN6 cells; MIN6 cells proliferation, ATPlite luminescence, 48 h; cells starved in 0.2% serum; 100% = growth in 10% serum; proliferation, % at 10 µM; actives 0.29% (n = 330,000); AID 2380;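 active = compounds whose signal lies at least 3.5 SD above the mean of all wells on their plate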;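 note: 0% = DMSO-treated cells in low-serum medium and 100% = 10% serum control; some compounds called inactive have numbers as strong as hits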
APOBEC3G inh – APOBEC3G (human) deaminase inhibition; recombinant A3G, ssDNA deamination FAM/TAMRA fluorescence; inhibition, % at 20 µM; actives 0.28% (n = 330,000);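 active = inhibition of at least 40% at 20 µM, with no more than 30% in the related APOBEC3A deaminase screen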;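 note: plate controls were DMSO wells with A3G for no effect and wells lacking A3G enzyme for full effect; some compounds called inactive have numbers as strong as hits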
hIAP inh – human IAP inhibition | P09923 | inhibition, % at 10 µM | purified IAP, CDP-Star luminescence, 30 min | actives 0.12% (n = 330,000);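 active = inhibition reaching a set limit with compound at 10 µM in the primary screen, cut at about 35% in these data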;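 note: plate controls were DMSO wells with enzyme for no effect and no-enzyme buffer wells for full effect; values of inactives mirror those of a sister screen read the other way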
MPTP block – blocks calcium-induced mitochondrial swelling | inhibition, % at 10 µM | isolated mouse mitochondria, Ca2+ swelling absorbance, 30 min | AID 602449 | actives 1.4% (n = 360,000);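 active = inhibition of 50% or more, scaled per plate between neutral and stimulator controls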;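 note: 0% = DMSO wells given calcium and 100% = 1 mM EGTA wells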
* = called active by the depositor; x = no result given. Not a hit list; about 5% have a hit in one of these screens.

Structure | hIAP act | mIAP block | GRIN3A LBD mod | mIAP act | APOBEC3A inh | MIN6 prolif | APOBEC3G inh | hIAP inh | MPTP block
COC(=O)c1ccc(CSc2nnnn2-c2ccccc2)o1 | 1.1 | -6 | 0 | 1.1 | -4 | -2 | -4 | -10 | -0.7
Cc1ccccc1C(=O)Nc1cccc(-c2nnc(SCC(=O)O)n2C)c1 | 1.3 | 7 | 2 | 0.93 | -7 | 0 | -8 | -27 | -0.8
CCOC(=O)C(Cc1ccc(O)cc1)NC(=O)CNC(=O)C(CC(C)C)NC(=O)OC(C)(C)C (stereo unspecified) | 0.91 | -2 | 0 | 1 | -2 | -3 | -7 | 9 | -0.5
Cn1cccc1/C=N/NC(=O)Cn1cnc2ccccc21 | 0.99 | -2 | 1 | 1 | -3 | -3 | -3 | 1 | 0.2
CC(C)c1ccc(N2C(=O)C3C4C=CC(CC4)C3C2=O)cc1 (stereo unspecified) | 1.3 | -8 | 0 | 1.1 | -2 | -2 | -8 | -26 | 0.8
O=C(Nc1cccc(-c2ccc(F)cc2)c1)C1CCCN(C(=O)c2cscn2)C1 (stereo unspecified) | 1.1 | -8 | 0 | 1.1 | 0 | 3 | -5 | -13 | -1.4
CC1(C)CC(=O)C=C(c2ccc(OC(F)(F)F)cc2)C1 | 1 | -10 | 0 | 1.1 | -1 | -2 | -4 | -2 | -0.3
C#CCSc1nc(C)cc(C(=O)OCC)c1C#N | 1 | 1 | 1 | 0.99 | -1 | 0 | -9 | -1 | -1.6
CCCNC(=O)CNC(=S)N(Cc1cc(OC)c(OC)c(OC)c1)C1CCCC1 | 1 | -7 | -1 | 1.1 | -3 | 6 | -2 | -5 | 1.1
CN(C)C(=O)c1ccc(NC(=O)CSc2nnc(-c3cccs3)n2N)cc1 | 1 | 20 | 0 | 0.81 | 0 | -2 | -2 | -3 | -1.9
Cc1c(C(=O)N2CCN(S(C)(=O)=O)CC2)oc2ccccc12 | 1 | -2 | 1 | 1 | 2 | 0 | -1 | -2 | -0.7
COc1ccc(C2=NN(CC(=O)Nc3ccccc3C)C(=O)CC2)cc1 | 1.1 | -2 | 0 | 1 | 5 | -1 | 1 | -15 | 1.1
CC(C)CNC(=S)N1CCN(C(c2ccccc2)c2ccccc2)CC1 | 1 | -24 | -9 | 1.2 | -7 | -5 | -8 | 0 | 7.2
CC(C)(C)OC(=O)NCCCCCNC(=O)c1ncn(Cc2ccccc2)c1C(=O)NCCCCCNC(=O)OC(C)(C)C | 1 | -2 | -2 | 1 | 17 | -5 | 7 | -1 | 0.4
CC1CN(c2ccc(C(=O)c3ccccc3C(=O)O)cc2[N+](=O)[O-])CC(C)O1 (stereo unspecified) | 0.83 | 10 | -2 | 0.9 | 2 | -2 | 0 | 16 | -0.2
O=c1c(C=NCCN2CCNCC2)c(-c2ccccc2)[nH]n1-c1ccc([N+](=O)[O-])cc1 | 0.9 | 7 | x | 0.93 | -3 | -6 | -6 | 10 | x
COc1ccc(NC(=O)CC2C(=O)N(Cc3ccccc3)C(=S)N2CCN2CCOCC2)cc1 (stereo unspecified) | 1.1 | -6 | -2 | 1.1 | 2 | -1 | -1 | -8 | 1.3
COc1ccc(CC2(CO)CCN(Cc3ccc4nsnc4c3)CC2)cc1 | 0.87 | 7 | -1 | 0.93 | 1 | 1 | -7 | 13 | -0.2
CCCCCCC12CCC(C(=O)O)(CC1)CC2 | 0.85 | -1 | x | 1 | -1 | -1 | -3 | 15 | x
CC(=O)Nc1ccc2nc(-c3ccc(Br)o3)[nH]c2c1 | 0.98 | 13 | 8 | 0.87 | 1 | -3 | 12 | 2 | -0.8
O=c1[nH]c2cc3c(cc2cc1CN(CCCO)Cc1nnnn1Cc1ccc(F)cc1)OCO3 | 1.3 | 33 | 0 | 0.67 | 0 | -4 | 13 | -31 | -0.8
CCN1CCN(c2nc3c(c(=O)n(C)c(=O)n3C)n2CCSc2ncccn2)CC1 | 1 | 4 | 2 | 0.95 | -4 | 0 | -6 | -3 | 1.1
CN(C)CCOC(=O)c1ccc2c(c1)S(=O)(=O)c1ccccc1C2=O | 1 | 0 | -1 | 1 | 3 | 3 | 4 | -1 | 0.2
COc1cccc(C2CCCN2Cc2nc(-c3sccc3C)oc2C)c1 (stereo unspecified) | 0.96 | 3 | -2 | 0.97 | 3 | -4 | -4 | 4 | -2.3
O=C(C1=C(O)C(=O)N(CCN2CCOCC2)C1c1ccc(Cl)cc1)c1cc2ccccc2o1 (stereo unspecified) | 1.2 | -3 | 2 | 1 | -5 | -4 | -3 | -19 | -3.4
CCOc1cc2c(C#N)c(N3CCCC3)nc(N)c2c(N)n1 | 1.1 | -4 | 0 | 1 | -4 | -1 | -10 | -11 | -2.3
CCOc1cccc(-c2cc(C(=O)N3N=C(C)CC3(O)C(F)F)c3ccccc3n2)c1 (stereo unspecified) | 0.92 | 4 | -5 | 0.96 | -1 | 0 | -4 | 8 | 4.1
COc1ccc2ccccc2c1CNC(C)CCc1ccccc1 (stereo unspecified) | 1.2 | -2 | 1 | 1 | -1 | -4 | -4 | -17 | 7.3
N#C/C(=C/c1cccc([N+](=O)[O-])c1)C(=O)Nc1ccccc1O | 1 | 4 | -3 | 0.96 | 3 | -1 | 0 | 0 | -0.7
CCOc1cc(-c2nc3ccccc3s2)ccc1O | 1 | 4 | -25 | 0.96 | -4 | -2 | -7 | -2 | 1.8
CC(C)(C)c1ccc(C(=O)Nc2ccc([N+](=O)[O-])cn2)cc1 | 0.93 | -6 | -1 | 1.1 | -3 | -1 | -9 | 8 | 2.4
COc1cccc(NC(=O)C2CCCCC2)c1 | 0.91 | -10 | 2 | 1.1 | -3 | -2 | -4 | 9 | 0.2
COc1ccc(OC)c(C(=O)Cn2cnc3ccccc3c2=O)c1 | 1 | 6 | -4 | 0.94 | 0 | 0 | -10 | 0 | 0.5
CCC(=O)N(Cc1cc(=O)[nH]c2ccccc12)c1ccccc1OC | 0.94 | -10 | -4 | 1.1 | -2 | 2 | -7 | 6 | -0.7
O=C(NNC(=O)c1cc(Cl)ccc1[N+](=O)[O-])c1csc(N2CCOCC2)n1 | 1.5 | 23 | x | 0.77 | -3 | -5 | -8 | -48 | 0.6
Cc1cccc(N2CCN(C(=S)Nc3ccc4nc(N5CCOCC5)cc(C)c4c3)CC2C)c1 (stereo unspecified) | 0.89 | 3 | -9 | 0.97 | -3 | 0 | -2 | 11 | 1.6
c1ccc(-c2cnnc(-c3ccccn3)n2)cc1 | 0.89 | 4 | -4 | 0.96 | -1 | -4 | 4 | 11 | -1.7
CCC(Oc1ccccc1)C(=O)Nc1ccccc1N1CCCC1 (stereo unspecified) | 1 | 3 | -1 | 0.97 | -3 | -5 | -9 | -1 | 0.8
CCCNS(=O)(=O)c1cccn1-c1ncc(C(F)(F)F)cc1Cl | 0.76 | 7 | 0 | 0.93 | 6 | 0 | -1 | 24 | -1.5
COc1ccc2nc(Nc3sc4c(c3C(N)=O)CCCC4)sc2c1 | 0.91 | 30 | 5 | 0.7 | 1 | -3 | 15 | 9 | 4.3
O=c1[nH]c2ccccc2cc1CN(CC1CCCO1)S(=O)(=O)c1ccc(Cl)cc1 (stereo unspecified) | 0.9 | 0 | -2 | 1 | -2 | 2 | -3 | 10 | -0.2
Cc1cc(/C(N)=N/OC(=O)c2cccc(Cl)c2)no1 | 0.89 | 13 | -9 | 0.87 | 0 | -2 | -9 | 11 | 0.2
Cn1c(CSc2nc3ccccc3n2C)nc2ccccc21 | 0.91 | 8 | -4 | 0.92 | 3 | -3 | 1 | 9 | 1.2
N#C/C(=C\c1ccc(OCc2ccc(C(=O)O)cc2)cc1)C(=O)N1CCOCC1 | 1.1 | -6 | -2 | 1.1 | -2 | -2 | -11 | -15 | 1.0
CSc1cccc(-n2ccc(=O)c(C)c2C)c1 | 0.94 | -14 | 1 | 1.1 | 1 | -6 | 1 | 6 | -0.8
Cc1ccc(Cl)cc1N1CCN(S(=O)(=O)c2ccc3c(c2)OCCO3)CC1 | 1.3 | -6 | 1 | 1.1 | 1 | -3 | -1 | -27 | -0.6
Cc1cc(N2CCN(c3ccc([N+](=O)[O-])c4cccnc34)CC2)c2ccccc2n1 | 0.83 | 17 | -2 | 0.83 | -2 | 0 | -2 | 17 | 21
CCOC(=O)c1cn(C2CC2)c2c(F)c(F)c(F)cc2c1=O | 0.98 | -10 | -1 | 1.1 | -2 | -6 | -7 | 2 | 0.8
O=C(/C=C/c1ccccc1Cl)NNC(=O)c1ccncc1 | 1.5 | 7 | 1 | 0.93 | -2 | -1 | 1 | -52 | -1.0
CC(C)NS(=O)(=O)c1ccc(CCC(=O)N2CCOCC2)cc1 | 0.83 | -9 | 1 | 1.1 | 1 | -2 | 1 | 17 | 0.3
COc1cccc(N2CCN(C(=S)Nc3cccc(C)c3)CC2)c1 | 1 | 6 | -1 | 0.94 | 1 | -2 | -6 | -4 | 2.2
Brc1cnc2nc(SCc3nc4ccccc4[nH]3)[nH]c2c1 | 0.86 | 20 | -9 | 0.8 | -5 | 7 | -8 | 14 | 12
O=C(CSc1nnnn1-c1ccc2c(c1)OCCO2)N1CCc2ccccc21 | 1.2 | -5 | 2 | 1.1 | -4 | 1 | -11 | -19 | -1.2
O=C(NN=C(c1ccccc1)c1ccccn1)c1ccccc1 | 1.3 | 6 | 1 | 0.94 | -2 | -6 | -6 | -33 | -0.4
Cc1cccc(NC(=O)c2cc(-c3cccnc3)nc3c(C)cccc23)n1 | 1.3 | 2 | 1 | 0.98 | -2 | -1 | -11 | -25 | 0.8
Cc1nc(C)c(-c2csc(Nc3ccc(S(N)(=O)=O)cc3)n2)s1 | 1.1 | -8 | 32* | 1.1 | -4 | 0 | -4 | -9 | 0.6
Nc1ccc2c(c1)C(=O)c1ccccc1-2 | 1.1 | 2 | -1 | 0.97 | 1 | 3 | -6 | -6 | 3.2
COC(=O)c1ccccc1NC(=O)CN1CCC(n2nnc3cc(C(F)(F)F)ccc32)CC1 | 1 | 6 | -2 | 0.94 | 6 | -3 | -3 | 0 | -1.5
O=c1c2cc(Br)ccc2[nH]c(=S)n1Cc1cccnc1 | 1.5 | 0 | -4 | 1 | -1 | -2 | -7 | -46 | 6.1
COc1cccc(C2/C(=C(/O)c3cnn(-c4ccccc4)c3C)C(=O)C(=O)N2CCN(C)C)c1 (stereo unspecified) | 0.89 | 7 | 2 | 0.93 | -7 | -2 | -9 | 11 | 1.5
COc1ccc(CNC(=O)[C@H](C)NC(=O)C2CCN(S(=O)(=O)c3ccc(C)cc3)CC2)cc1 | 1 | 1 | 2 | 0.99 | -3 | 1 | 1 | -4 | 1.9
O=C(Cc1cccs1)Nc1cccnc1 | 1.2 | 0 | -1 | 1 | 1 | -1 | -7 | -15 | 0.2
CCOC(=O)C1(CCCc2ccccc2)CCN(C(=O)[C@@H]2C[C@@H](C)NC(=S)N2)CC1 | 1.1 | 15 | -1 | 0.85 | -2 | -4 | -8 | -13 | -0.4
